# H1N1 NS1A inhibition = NS1A inhibition, H1N1 influenza, cell based functional assay (AID 504329); 340,000 compounds, 0.3% hits; inhibition, % at 12.5 µM; hits with a dose series show IC50 in µM; NS1A functional cell-based assay, percent inhibition; higher % means a stronger effect; in the data active = a potency from the dose series; inconclusive = inhibition above about 27% without an active follow-up result; note: strong numbers were not always called active
# tuberculosis growth = growth inhibition of non-replicating M. tuberculosis (AID 488890); Mycobacterium tuberculosis non-replicating, growth inhibition; higher % means a stronger effect; inhibition, % at 25 µM; hits with a dose series show IC50 in µM; 320,000 compounds, 0.39% hits; in the data active = a potency from the dose series; inconclusive = inhibition mostly from about 82% at the one dose, without a potency; inactive = the rest, 99 in 100 with inhibition below about 76%;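 note: plate controls were DMSO cells for no effect and high antibiotic wells for full effect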
# inhibitors of VEEV = inhibitors of VEEV TC-83 cytopathic effect, confirmation, Vero cells (AID 588727); Vero cells, VEEV TC-83 cytopathic effect inhibition; higher % means a stronger effect; inhibition, % at 20 µM; hits with a dose series show IC50 in µM; 350,000 compounds, 0.13% hits; in the data active = a potency from the dose series; inconclusive = inhibition mostly from about 14% at the one dose, without a potency; inactive = the rest, 99 in 100 with inhibition below about 12%; note: strong numbers were not always called active
# Salmonella PhoP GFP = PhoP regulon inhibitors, Salmonella typhi PhoP promoter GFP reporter, confirmatory (AID 1850); Salmonella Typhi PhoP-promoter GFP reporter, fluorescence, 4 h; higher % means a stronger effect; 310,000 compounds, 0.33% hits; inhibition, % at 50 µM, or IC50 in µM where a hit was titrated; in the data active = a potency from the dose series; inconclusive = inhibition mostly from about 25% at the one dose, without a potency; inactive = the rest, 99 in 100 with inhibition below about 19%;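 note: 0% = induced wells with vehicle and 100% = uninduced wells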
# M. tuberculosis HTS = M. tuberculosis growth inhibition, HTS (AID 449762); M. tuberculosis H37Rv growth inhibition, 7H9 media; higher % means a stronger effect; inhibition, % at 25 µM, or IC50 in µM where a hit was titrated; 330,000 compounds, 0.59% hits; in the data active = a potency from the dose series; inconclusive = inhibition above about 70% without an active follow-up result;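 note: bacterial growth assessed after seven days of incubation; strong numbers were not always called active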
# inhibitors of VEEV 10K pilot screen = also measured in inhibitors of VEEV; calls as there; inhibition, %; measured here: 10K pilot screen inhibition
# * marks the source's active call; other numbers are inactive results; i = inactive; ? = inconclusive; / = not tested or not shown. Compounds were not picked by outcome, and some 1.5% of all compounds hit somewhere here.
SMILES,H1N1 NS1A inhibition,tuberculosis growth,inhibitors of VEEV,Salmonella PhoP GFP,M. tuberculosis HTS,others
NC(=O)COC(=O)c1ccc(Oc2ccccc2)cc1,12%,73%,i,2%,-3%,
C=CCOc1ccc(S(C)(=O)=O)cc1,-8%,4%,i,5%,7%,
O=c1c2ccccc2nc(/C=C/c2ccc(O)cc2)n1-c1cccc(O)c1,1%,3%,11%,15%,4%,
Cc1cc(C)c(S(=O)(=O)NCC(=O)NCc2cc(=O)n(C)c(=O)n2C)c(C)c1,8%,2%,1.1%,-1%,1%,
Cc1ccc(C)c(/C(O)=C2\C(=O)C(=O)N(Cc3cccnc3)C2c2cccnc2)c1 (stereo not given),4%,3%,0.8%,-6%,11%,
COCCNC(=O)Cn1c(=O)n(Cc2ccc(C(=O)NCc3ccco3)cc2)c(=O)c2ccccc21,-5%,0%,i,-9%,-6%,inhibitors of VEEV 10K pilot screen=1.6
CCC[C@@H](CN1CCC[C@H]1CN1C(N)=NC[C@H]1C(C)C)N1C[C@@H]([C@H](C)CC)N(CCCC2CCCC2)C1=N,5%,?,i,/,?,
CCOc1ccc(-n2nnnc2SCC(=O)Nc2cccc(O)c2)cc1,1%,56%,3.8%,0%,1%,
NS(=O)(=O)c1ccc(CCNC(=O)CCCC2=NS(=O)(=O)c3ccccc3N2)cc1,-30%,-6%,1.4%,6%,3%,
CC(=O)N(CC1CCCO1)c1nnc(-c2cnccn2)s1 (stereo not given),4%,0%,0.5%,10%,-7%,
CCN(C(=O)COC(=O)c1cc(S(=O)(=O)Nc2c(C)n(C)n(-c3ccccc3)c2=O)ccc1Cl)C1CCCCC1,2%,24%,i,11%,-2%,
CN(C)C(CNC(=O)CNC(=O)Cc1cccc2ccccc12)c1ccccc1 (stereo not given),-2%,-2%,0.0%,7%,-7%,
O=C(CCNC(=O)Cn1ccc2ccccc2c1=O)NCCc1ccc(Cl)cc1,-7%,4%,0.0%,2%,5%,
O=C(CSc1nc(-c2ccco2)cc(C(F)(F)F)n1)Nc1ccc(C(=O)N2CCCCC2)cc1,-3%,/,i,-7%,-3%,
CC(C)c1onc(C(=O)NC(C)c2ccccc2)c1[N+](=O)[O-] (stereo not given),3%,-14%,0.2%,-5%,0%,
O=C(Nc1ccc(Cl)cc1)C1C2C=CC3(O2)C1C(=O)N(CCN1CCCCC1)C3C(=O)NC1CCCCC1 (stereo not given),-7%,9%,i,-9%,1%,
Nc1ccc(C(=O)Nc2cccc3ncccc23)cc1,-4%,11%,i,-6%,7%,
CCn1ccc(C(=O)N2CCN(c3ncccn3)CC2)n1,-1%,6%,2.3%,-2%,3%,
O=C(NCC(=O)N(Cc1ccco1)C(C(=O)NC1CCCCC1)c1cccnc1)c1cccs1 (stereo not given),-3%,6%,0.9%,-7%,3%,
ONC=Nc1cccc2nonc12,2%,-12%,7.2%,16%,4%,
CCCN(N=Nc1cccc([N+](=O)[O-])c1)c1cccc([N+](=O)[O-])c1,11%,5%,i,-11%,8%,
CCCOc1ccc(Cc2nc(N)nc(N)n2)cc1,3%,5%,i,5%,16%,
CCn1c(CNC(=O)c2ccc(OC)cc2)nnc1SC,5%,/,0.7%,30%,6%,
COc1cc(CNc2ncc(-c3ccc(Cl)cc3)n2C)cc(OC)c1OC,1%,31%,i,4%,1%,
C#CCOCCOCCOCCNc1nc(N2CCN(C(=O)C(Cc3ccc(O)cc3)n3cc(C(N)CC(C)C)nn3)CC2)nc(N2CCN(C(=O)C(Cc3ccc(O)cc3)n3cc(C(N)C(C)CC)nn3)CC2)n1 (stereo not given),0%,45%,3.0%,-32%,?,
CCN(C(=O)COC(=O)c1ccc2[nH]c3c(c2c1)CCCC3)C1CCS(=O)(=O)C1 (stereo not given),6%,-17%,5.6%,3%,-1%,
COCCCNC(=S)NNC(=O)Cn1nc(C)c(Br)c1C,-6%,-1%,1.5%,-4%,-5%,
O=C(O)CSc1ncnc2nc[nH]c12,-7%,4%,0.6%,-16%,4%,
CNC(=O)COC(=O)c1cc(NC(=O)c2ccco2)c(OC)c(OC)c1,2%,64%,1.2%,-6%,57%,
O=C(COC(=O)c1nc(Cl)ccc1Cl)Nc1ncc(Cl)cc1Cl,-4%,-6%,0.9%,8%,-8%,
COc1cc(OC)c(NC(=O)C2CCCN2C(=O)OCc2ccccc2)cc1Cl (stereo not given),-7%,7%,0.8%,1%,-1%,
CSc1ccc(/C=N/N2CCN(C)CC2)cc1,-3%,3%,i,-17%,-2%,
O=C(c1cccc(C(F)(F)F)c1)C1CCCN(C(=O)C2CCOCC2)C1 (stereo not given),9%,-10%,i,-12%,-10%,
COc1ccccc1NS(=O)(=O)c1cc(C(=O)Nc2ccc(S(=O)(=O)Nc3onc(C)c3C)cc2)ccc1C,-6%,/,3.4%,/,/,
Cc1c(Br)c([N+](=O)[O-])nn1CC(=O)NC1CCCCCC1,8%,-12%,i,7%,-4%,
O=C(Nc1cccc2c1CCCC2)c1ccccc1Br,-21%,8%,i,-6%,4%,
COc1ccc(C(=O)Nc2ccc(C3=NNC(=O)CC3C)cc2NC(=O)c2ccc(OC)cc2)cc1 (stereo not given),12%,26%,9.3%,2%,1%,
COCn1c(-c2ccc(OC)cc2)nc2ccccc21,0%,11%,0.1%,-12%,12%,
N/C(=N\OC(=O)CCC1CCCCC1)c1cccc([N+](=O)[O-])c1,-2%,?,0.6%,8%,?,
COc1ccc(CNC(=O)Nc2cccs2)cc1OC,1%,-3%,2.3%,2%,-7%,

# Ordered by formula weight (lowest first): part of the list above.
SMILES,H1N1 NS1A inhibition,tuberculosis growth,inhibitors of VEEV,Salmonella PhoP GFP,M. tuberculosis HTS,others
CCn1c(CNC(=O)c2ccc(OC)cc2)nnc1SC,5%,/,0.7%,30%,6%,
Cc1c(Br)c([N+](=O)[O-])nn1CC(=O)NC1CCCCCC1,8%,-12%,i,7%,-4%,
COc1ccc(C(=O)Nc2ccc(C3=NNC(=O)CC3C)cc2NC(=O)c2ccc(OC)cc2)cc1 (stereo not given),12%,26%,9.3%,2%,1%,

# Compounds listed so far with fluorine:
SMILES,H1N1 NS1A inhibition,tuberculosis growth,inhibitors of VEEV,Salmonella PhoP GFP,M. tuberculosis HTS,others
O=C(CSc1nc(-c2ccco2)cc(C(F)(F)F)n1)Nc1ccc(C(=O)N2CCCCC2)cc1,-3%,/,i,-7%,-3%,
O=C(c1cccc(C(F)(F)F)c1)C1CCCN(C(=O)C2CCOCC2)C1 (stereo not given),9%,-10%,i,-12%,-10%,

# (next part)
SMILES,H1N1 NS1A inhibition,tuberculosis growth,inhibitors of VEEV,Salmonella PhoP GFP,M. tuberculosis HTS,others
CN(C)c1ccc(/C=N/NC(=O)c2ccco2)cc1,-1%,-8%,0.2%,4%,-7%,
O=C(NN1CCOCC1)c1cc(-c2ccccc2)nc2ccccc12,-3%,-21%,1.2%,-18%,-3%,
CC1(C)COC(/C=C/c2ccc([N+](=O)[O-])cc2)=N1,8%,68%,>25µM*,-12%,5%,
O=C(N/N=C/c1ccncc1)c1ccc(NC(=O)c2cccc(Cl)c2)cc1,-1%,19%,5.7%,7%,18%,
COCCn1c(CN2CCN(c3ccccc3)CC2)nc2c1c(=O)n(C)c(=O)n2C,-2%,6%,1.9%,0%,2%,
Cc1c(C(=O)OCC(=O)Nc2ccc(N3CCOCC3)cc2)oc2ccccc12,-74%,-15%,3.5%,-1%,-3%,
Cc1cccc(C)c1NC(=O)NC1(C(=O)NCc2ccncc2)CCCCC1,2%,0%,1.4%,5%,1%,
CCOc1cc(C2C(C(C)=O)=C(C)Nc3ncnn32)ccc1O (stereo not given),-9%,-7%,i,6%,8%,
COc1ccc(S(=O)(=O)N2CCC(C(=O)NCc3ccncc3)CC2)cc1C,9%,-13%,i,6%,-17%,
Cc1cccc2[nH]c3c(N4CCN(C(=O)c5ccco5)CC4)ncnc3c12,9%,22%,i,-7%,22%,
NNC(=O)Nc1cccc(C(F)(F)F)c1,5%,-3%,i,2%,23%,
O=C(Cn1c(=O)n(CC(=O)NCc2ccccc2)c2ccccc21)NCc1ccccc1,8%,-2%,i,-23%,7%,
O=C(/C=C/c1ccco1)Nc1nnc(-c2ccco2)s1,-1%,6%,0.5%,5%,-1%,
CCC(C)(C)NC(=O)C(c1ccncc1)N(Cc1ccc(C)cc1)C(=O)c1csnn1 (stereo not given),29%,51%,0.3%,1%,0%,
N#Cc1c(NC(=O)CSc2nnc(-c3ccco3)n2-c2ccccc2)sc2c1CCC2,-4%,-1%,i,-5%,6%,
O=C(CCn1c(=O)c2ccccc2n(CC(=O)NC2CCCC2)c1=O)NCc1ccco1,-10%,6%,2.0%,-5%,-13%,
Cc1nnc2c(Oc3ccccc3)nc3ccccc3n12,-6%,9%,8.1%,-8%,0%,
Clc1ccccc1-c1nc2ccccc2c2nncn12,-2%,-4%,0.5%,-2%,-2%,
COc1cccc(NC(=O)c2cc(CN3C(=O)c4ccccc4C3=O)ccc2OC)c1,6%,-21%,10%,-10%,-11%,
C/C(=N\NC(=S)NCc1ccccc1)c1ccc(Cl)s1,5%,-1%,4.1%,9%,-1%,

# The last two records of the part before come first, to join the parts:
SMILES,H1N1 NS1A inhibition,tuberculosis growth,inhibitors of VEEV,Salmonella PhoP GFP,M. tuberculosis HTS,others
COc1cccc(NC(=O)c2cc(CN3C(=O)c4ccccc4C3=O)ccc2OC)c1,6%,-21%,10%,-10%,-11%,
C/C(=N\NC(=S)NCc1ccccc1)c1ccc(Cl)s1,5%,-1%,4.1%,9%,-1%,
CCN(C(=O)COC(=O)CSc1cc(C)c2ccccc2n1)c1ccccc1,-5%,69%,1.2%,1%,21%,
COc1ccc(C(=O)C(OC(=O)CNC(=O)c2ccco2)c2ccccc2)cc1 (stereo not given),-5%,7%,0.6%,1%,-1%,
COc1cc(OC)cc(C(=O)NNC(=O)c2cc(=O)[nH]c3ccccc23)c1,-6%,-8%,1.6%,5%,-8%,
NC(=O)CC(NC(=O)Cc1cccc2ccccc12)c1ccc(NC2CCC2)c([N+](=O)[O-])c1 (stereo not given),-3%,-5%,i,-4%,0%,
COc1ccc(NC(=O)C2OC3OC(C)(C)OC3C3OC(C)(C)OC23)cc1 (stereo not given),-2%,-11%,1.4%,-4%,-12%,
COC(=O)CSc1nnc(-c2ccco2)n1-c1ccc(C)cc1,-3%,37%,i,-9%,-7%,
COC(=O)c1ccccc1C(=O)N(c1ccccc1)c1ccccc1,1%,-11%,0.6%,-5%,-4%,
O=C(NCc1ccc(Cl)cc1)c1cc2c(nc3sccn32)s1,16%,75%,2.0%,-2%,-11%,
COc1cccc(-c2nnc(NC(=O)C3CCCCC3)o2)c1,-13%,/,1.2%,-13%,28%,
COCCNC(=O)CSc1nnc(-c2ccccc2F)n1Cc1ccccc1,-4%,4%,0.7%,-10%,1%,
O=c1oc2ccccc2c(O)c1Sc1ccc(Cl)cc1,-15%,26%,0.9%,-7%,-7%,
COc1cccc(C2C(C(=O)/C=C/c3ccco3)=C(O)C(=O)N2CCN2CCOCC2)c1 (stereo not given),0%,-3%,0.5%,-5%,1%,
Cc1sc2nc3c(SC(C)C(=O)O)cc(C(=O)c4ccccc4O)cn3c(=O)c2c1C (stereo not given),4%,11%,11%,-6%,-1%,
Cc1ccc(/C=C/C(=O)OCC(=O)Nc2cccnc2Cl)cc1,-13%,34%,0.6%,/,-5%,
COc1ccc(Cl)cc1NC(=O)C1CC(=O)N(c2ccc(F)cc2)C1 (stereo not given),-18%,-3%,6.0%,-5%,3%,
Cc1ccc(SCC(=O)NNC(=O)c2ccc(S(C)(=O)=O)cc2)cc1,-14%,-15%,0.6%,8%,4%,
Clc1ccc(-c2nc3ncccn3c2Nc2ccc3c(c2)OCO3)cc1,0%,10%,1.1%,-3%,-1%,
CCOc1ccc(C(C)=O)cc1CSc1nnc(N)s1,1%,-1%,0.5%,9%,-13%,
COc1cc(/C=N/NC(=O)c2ccncc2)ccc1OC(=O)c1ccc([N+](=O)[O-])cc1,11%,55%,1.3%,-1%,?,
Cc1cc(C)cc(NC(=O)Cn2c(=O)oc3cc(S(=O)(=O)N4CCC(C)CC4)ccc32)c1,-6%,-7%,0.9%,/,-8%,
COc1cccc(CC(NC(C)=O)C(=O)NC2CCN(c3c(Cc4ccccc4)c(C)nc4ncnn34)CC2)c1OC (stereo not given),0%,21%,9.9%,-5%,-6%,
O=C(CCN1C(=O)/C(=C/c2cccc(Br)c2)SC1=S)Nc1cccnc1,-7%,-1%,2.5%,-7%,6%,

# Screens from PubChem.
